D1 antag = Antagonist of Human D 1 Dopamine Receptor: qHTS; D(1A) dopamine receptor (Homo sapiens), P21728; HEK293 TREx D1 cells, calcium flux, dopamine EC80; stronger effect = lower value; activity change, negative = inhibition, % at 10 µM; 3.2% of 360,000 active; AID 504652, 2011; in the data active means activity change below about -30%; further: on the % scale 0 is the no-effect control and ±100 the full control effect
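Cells carrying a force-coupled, tetracycline-inducible human D1 receptor report calcium flux. Each well gets a 10 s baseline, compound with 180 s monitoring, then an EC80 dopamine stimulus with a second 180 s kinetic read.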
RXFP1 antag = qHTS Assay for Antagonists of the Relaxin Receptor RXFP1 | Relaxin receptor 1 (Homo sapiens), Q9HBX9 | HEK293-RXFP1, relaxin-stimulated cAMP HTRF, 30 min; stronger effect = lower value | activity change, negative = inhibition, % at 57.5 µM | 0.59% of 350,000 active;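 active means activity change of -60% or lower, but not beyond a set lower limit; inconclusive means change between -60% and -40%, or beyond the set limit; inactive means change above -40%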; further: on the % scale 0 is the no-effect control and ±100 the full control effect
D1 agonist = Allosteric Agonists of the Human D1 Dopamine Receptor: qHTS; HEK293 T-REx D1 cells, calcium flux, agonist mode; activation, % at 2 µM; 1% of 360,000 active; AID 504660, 2011; in the data active means activation above about 30%; further: 0% is about no effect
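Agonism was scored from calcium flux recorded over 180 s (1 read/s) after pintool compound addition, following a 10-cycle baseline. Cells were inducible force-coupled HEK293 TREx D1, plated overnight at 30 C and loaded with no-wash calcium dye.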
Vif-APOBEC3G blk = qHTS for Inhibitors of Vif-A3G Interactions: qHTS; HeLa A3G-eYFP + Vif (tagged APOBEC3G with the HIV-1 protein that degrades it), YFP fluorescence, overnight; DNA dC->dU-editing enzyme APOBEC-3G (Homo sapiens), Q9HC16; Potency, µM (titrated, usually from 46.1 µM), inactives show top-dose activity, negative = active, actives largely listed as inhibitors; 0.076% of 410,000 active;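 further: potency means the concentration at half of the fitted maximal effect; on the % scale 0 is the no-effect control and ±100 the full control effect; nearly all actives have a fitted effect of over 60% in size; hits raise eYFP signal because A3G escapes Vif-driven loss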
Target sequence (Q9HC16 whole entry, looked up): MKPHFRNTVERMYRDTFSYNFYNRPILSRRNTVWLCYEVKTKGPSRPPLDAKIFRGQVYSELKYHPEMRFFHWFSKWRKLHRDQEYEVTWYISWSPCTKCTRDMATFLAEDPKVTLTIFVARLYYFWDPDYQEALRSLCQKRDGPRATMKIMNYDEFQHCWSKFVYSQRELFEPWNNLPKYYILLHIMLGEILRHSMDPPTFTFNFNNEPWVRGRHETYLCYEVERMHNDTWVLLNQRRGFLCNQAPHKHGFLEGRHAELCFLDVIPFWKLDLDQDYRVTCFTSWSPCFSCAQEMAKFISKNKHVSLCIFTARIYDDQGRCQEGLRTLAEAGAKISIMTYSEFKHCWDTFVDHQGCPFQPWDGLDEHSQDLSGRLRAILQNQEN
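Read-out is eYFP fluorescence (Ex 488/Em 500-530) from Vif-expressing HeLa A3G-eYFP cells; more signal means A3G escaped Vif-mediated degradation. Cells plated overnight, compound pinned in, incubated overnight at 37 deg C.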
D2 potentiator = HTS Assay for Positive Allosteric Modulators of the Human D2 Dopamine Receptor: Primary Screen for Potentiators. AID 485347, 2010. HEK293 T-REx D2, calcium flux, EC20 dopamine potentiation. potentiation, % at 10 µM. 0.34% of 340,000 active. D(2) dopamine receptor (Homo sapiens), P14416;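 active means potentiation over 3 SD above the plate norm, cut at about 30% in these data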; further: 0% is about no effect
Target sequence (P14416 whole entry, looked up): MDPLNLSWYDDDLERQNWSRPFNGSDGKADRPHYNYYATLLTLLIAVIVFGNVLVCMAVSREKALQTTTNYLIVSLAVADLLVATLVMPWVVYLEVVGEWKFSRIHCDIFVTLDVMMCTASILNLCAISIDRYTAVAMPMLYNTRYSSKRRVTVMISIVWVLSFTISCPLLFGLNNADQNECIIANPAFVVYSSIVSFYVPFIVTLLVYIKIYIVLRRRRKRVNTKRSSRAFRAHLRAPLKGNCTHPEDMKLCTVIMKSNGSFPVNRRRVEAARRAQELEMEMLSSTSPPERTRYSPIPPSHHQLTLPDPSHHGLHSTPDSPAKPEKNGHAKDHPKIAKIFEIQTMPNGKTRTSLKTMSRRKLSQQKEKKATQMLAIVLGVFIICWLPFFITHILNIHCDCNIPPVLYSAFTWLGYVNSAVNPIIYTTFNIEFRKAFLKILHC
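Potentiation of an EC20 dopamine calcium response measured kinetically over 180 s, after a preceding 180 s compound-only read flagging agonists. Cells: inducible Hek293 Trex D2 line, 4000/well, cultured overnight at 30 C before dye loading.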
D1 potentiator = Potentiators of Human D1 Dopamine Receptor: qHTS; potentiation, % at 10 µM; D(1A) dopamine receptor (Homo sapiens), P21728; HEK293 TREx D1 cells, calcium flux, dopamine EC20 potentiation; 0.036% of 360,000 active; in the data active means potentiation above about 30%; further: 0% is about no effect
Glioma ERSR ind = qHTS for Inducers of the Endoplasmic Reticulum Stress Response (ERSR) in Human Glioma: qHTS. 0.02% of 420,000 active. U87-MG GRP78 promoter luciferase reporter, 16 h. Potency, µM, for inactives: at the highest dose activation, hits mostly activators; further: potency means the concentration at half of the fitted maximal effect; series mostly up to about 76 µM; % of control where 0% means no effect; nearly all actives have a fitted effect of over 35% in size
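Stably transfected U87-MG human glioma cells carrying a GRP78-based luminescent sensor were seeded at 1000 cells/well, pin-dosed with compounds and incubated 16 h. Luciferase reagent was then added, and end-point luminescence was read after 10 min at room temperature.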
RXFP1 ag = qHTS Assay for Agonists of the Relaxin Receptor RXFP1. AID 2676, 2010. Potency, µM (doses to about 57.5 µM), without a hit: at the highest dose activation, usual class: activators. Relaxin receptor 1 (Homo sapiens), Q9HBX9. 0.3% of 370,000 active. HEK293T-RXFP1 cAMP TR-FRET, 30 min; response scale: percent of porcine relaxin response, buffer zero; further: potency means the concentration at half of the fitted maximal effect; on the % scale 0 is the no-effect control and ±100 the full control effect; nearly all actives have a fitted effect of over 60% in size; many of its hits are not listed in these tables
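cAMP rise read by TR-FRET after 30 min, 37C compound exposure (up to 58 uM) in RXFP1-transfected HEK293 cells with Ro 20174 present. EC50 from Hill-equation fits, with 29 nM porcine relaxin as 100% and buffer as basal.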
Vif-APOBEC3F blk = qHTS for Inhibitors of Vif-A3F Interactions: qHTS. HeLa A3F-eYFP + Vif (tagged APOBEC3F with the HIV-1 protein that degrades it), YFP fluorescence increase. Potency, µM (titrated, usually from 46.1 µM), inactives show top-dose activity, negative = active. 0.2% of 390,000 active. AID 602313, 2012; further: potency means the concentration at half of the fitted maximal effect; % of control where 0% means no effect; nearly all actives have a fitted effect of over 65% in size
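HeLa cells stably expressing Vif plus C-terminally eYFP-tagged A3F were seeded, incubated overnight at 37 deg C, dosed with compound, incubated overnight again at 37 deg C. Yellow fluorescence (Ex 488/Em 500-530) reported blocked Vif-mediated A3F-eYFP degradation.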
* = called active by the depositor. Unless noted, the call rests on the fitted dose curve; in most records, active means well fitted curve in the direction sought with a large enough effect; inconclusive means small, poorly fitted or top-dose-only effect, or another doubt; inactive means no such curve, though single readings can be large; an effect the other way counts as inactive or inconclusive.

For Cn1c(=O)c2c(ncn2CC(=O)OCC(=O)NC(c2ccccc2)c2ccccc2)n(C)c1=O the results were D1 antag 0, RXFP1 antag -2, D1 agonist 0, Vif-APOBEC3G blk 1%, D2 potentiator 0, D1 potentiator -5, Glioma ERSR ind -3%, RXFP1 ag 2.0% and Vif-APOBEC3F blk -14%.
O=C(NCCc1ccccc1)C1CCN(Cc2ccccc2F)CC1 was read as D1 antag -3, RXFP1 antag 21, D1 agonist 1, Vif-APOBEC3G blk 0%, D2 potentiator -9, D1 potentiator -7, Glioma ERSR ind -3%, RXFP1 ag -0.1% and Vif-APOBEC3F blk -6%.
CCOC(=O)c1cc(-c2ccccc2)n(-c2cccc(C(=O)N(C)c3ccc(C)cc3)c2)c1C was read as D1 antag 5, RXFP1 antag -63*, D1 agonist 3, Vif-APOBEC3G blk -8%, D2 potentiator 4, D1 potentiator -6, Glioma ERSR ind -2%, RXFP1 ag -0.9% and Vif-APOBEC3F blk -5%.
For CCN(CC)C(=O)C(=O)N/N=C/c1ccc(F)cc1 the results were D1 antag -6, RXFP1 antag -5, D1 agonist 1, Vif-APOBEC3G blk 0%, D2 potentiator 7, D1 potentiator -3, Glioma ERSR ind -5%, RXFP1 ag -0.6% and Vif-APOBEC3F blk inconclusive.
For CCCSc1nc2sc3c(c2c(=O)n1-c1ccc(C)c(Cl)c1)CCN(C(C)=O)C3 the results were D1 antag 26, D1 agonist 2, Vif-APOBEC3G blk -1%, D2 potentiator -11, D1 potentiator 2, Glioma ERSR ind -2%, RXFP1 ag 2.4% and Vif-APOBEC3F blk 3%.
Screening CCc1ccc(CNC(=O)CCCn2c(=O)c3cccn3c3cccnc32)cc1 returned D1 antag 5, RXFP1 antag -5, D1 agonist 8, Vif-APOBEC3G blk -4%, D2 potentiator 3, D1 potentiator 0, Glioma ERSR ind -4%, RXFP1 ag 0.2% and Vif-APOBEC3F blk 1%.
For CC(=O)N=c1cccc(NC(C)=O)n1O the results were D1 antag -14, RXFP1 antag -38, D1 agonist 4, Vif-APOBEC3G blk 2%, D2 potentiator -2, D1 potentiator -7, Glioma ERSR ind -2%, RXFP1 ag 0.1% and Vif-APOBEC3F blk -16%.
Screening Cc1[nH]c2ccccc2c1C(=O)C(=O)N1CCN(C)CC1 returned D1 antag -7, RXFP1 antag -6, D1 agonist 3, Vif-APOBEC3G blk -2%, D2 potentiator -2, D1 potentiator -2, Glioma ERSR ind -6%, RXFP1 ag -0.2% and Vif-APOBEC3F blk 0%.
Cc1cc(C)cc(NC(=O)C2CCN(c3cc(C)nc4c(-c5ccc(Cl)cc5)c(C)nn34)CC2)c1 was read as D1 antag 6, D1 agonist 0, Vif-APOBEC3G blk 2%, D2 potentiator 0, D1 potentiator 2, Glioma ERSR ind -2%, RXFP1 ag 0.7% and Vif-APOBEC3F blk 2%.
Screening c1ccc(-c2nc(NCc3ccco3)c3ccccc3n2)cc1 returned D1 antag -3, RXFP1 antag -1, D1 agonist 10, Vif-APOBEC3G blk -11%, D2 potentiator 17, D1 potentiator -9, Glioma ERSR ind 1%, RXFP1 ag 1.6% and Vif-APOBEC3F blk -3%.
For O=C(c1ccc(F)cc1)N1CCCC(c2ccccc2)C1 (configuration not stated) the results were D1 antag -12, RXFP1 antag -11, D1 agonist 0, Vif-APOBEC3G blk 0%, D2 potentiator -7, D1 potentiator -4, Glioma ERSR ind -6%, RXFP1 ag 0.0% and Vif-APOBEC3F blk -4%.
`O=C(Nc1ccccc1)C1CCCN(S(=O)(=O)c2ccc(-n3cnnn3)cc2)C1` (configuration not stated) gave D1 antag -20, RXFP1 antag -9, D1 agonist 0, Vif-APOBEC3G blk 0%, D2 potentiator -5, D1 potentiator -1, Glioma ERSR ind -5%, RXFP1 ag 0.1% and Vif-APOBEC3F blk -5%.
For CCCCCOC(=O)C1=C(C)NC(=O)NC1c1ccccc1OCC (configuration not stated) the results were D1 antag -19, RXFP1 antag -10, D1 agonist 0, Vif-APOBEC3G blk -1%, D2 potentiator 12, D1 potentiator -3, Glioma ERSR ind -6%, RXFP1 ag 1.7% and Vif-APOBEC3F blk -6%.
Cc1cc(C)n(CCn2nc(C)cc2C)n1 was read as D1 antag -14, RXFP1 antag 4, D1 agonist 1, Vif-APOBEC3G blk 1%, D2 potentiator -1, D1 potentiator 0, Glioma ERSR ind -3%, RXFP1 ag -0.3% and Vif-APOBEC3F blk -1%.
For CCOc1ccc(OCC(=O)OCC(=O)N2CCN(C(=O)c3ccco3)CC2)cc1 the results were D1 antag 19, RXFP1 antag -15, D1 agonist 0, Vif-APOBEC3G blk -8%, D2 potentiator -1, D1 potentiator -1, Glioma ERSR ind -3%, RXFP1 ag 1.6% and Vif-APOBEC3F blk -12%.
NC(=O)COC(=O)c1ccccc1OCc1ccccc1 was read as D1 antag -8, RXFP1 antag -23, D1 agonist 3, Vif-APOBEC3G blk 1%, D2 potentiator 8, D1 potentiator -5, Glioma ERSR ind 0%, RXFP1 ag -0.5% and Vif-APOBEC3F blk 1%.
CCOC(=O)c1cc2c(=O)n3ccccc3nc2n(CC2CCCO2)c1=NC(=O)c1ccc(OC)cc1OC (configuration not stated) was read as D1 antag -5, D1 agonist -1, Vif-APOBEC3G blk -3%, D2 potentiator -7, D1 potentiator 2, Glioma ERSR ind -3%, RXFP1 ag 16% and Vif-APOBEC3F blk -3%.
Screening O=C(c1cccc2cccc(O)c12)N1CCCCC1 returned D1 antag -7, RXFP1 antag 5, D1 agonist 1, Vif-APOBEC3G blk 5%, D2 potentiator -4, D1 potentiator 7, Glioma ERSR ind -5%, RXFP1 ag -0.1% and Vif-APOBEC3F blk -5%.
For CSc1ccc(C(=O)N2CCc3ccc(NC(=O)c4ccccn4)cc3C2)cc1 the results were D1 antag -4, RXFP1 antag -69*, D1 agonist 7, Vif-APOBEC3G blk -11%, D2 potentiator 15, D1 potentiator 2, Glioma ERSR ind -3%, RXFP1 ag -1.3% and Vif-APOBEC3F blk -1%.
For COC(=O)Cn1c(=O)c2c(nc(Br)n2CC(=O)OC)n(C)c1=O the results were D1 antag 9, RXFP1 antag 4, D1 agonist 2, Vif-APOBEC3G blk 1%, D2 potentiator 7, D1 potentiator 0, Glioma ERSR ind 2%, RXFP1 ag 2.0% and Vif-APOBEC3F blk -9%.
For COc1ccc2oc(=N)c(C(=O)Nc3ccc(F)cc3)cc2c1 the results were D1 antag -7, RXFP1 antag 8, D1 agonist 2, Vif-APOBEC3G blk -8%, D2 potentiator 0, D1 potentiator -3, Glioma ERSR ind 3%, RXFP1 ag -0.7% and Vif-APOBEC3F blk inconclusive.
CN(C)S(=O)(=O)c1ccc(C(=O)NCCSc2c(-c3ccc(Br)cc3)[nH]c3ccccc23)cc1 was read as D1 antag 10, RXFP1 antag -17, D1 agonist 0, Vif-APOBEC3G blk 3%, D2 potentiator 2, D1 potentiator -1, Glioma ERSR ind -3%, RXFP1 ag 0.9% and Vif-APOBEC3F blk 5%.
For COc1ccccc1NC(=O)c1cc(OC)c(OC)cc1[N+](=O)[O-] the results were D1 antag -4, RXFP1 antag -6, D1 agonist 1, Vif-APOBEC3G blk 4%, D2 potentiator -4, D1 potentiator -1, Glioma ERSR ind -4%, RXFP1 ag -0.6% and Vif-APOBEC3F blk -47%.
`COc1ccc(CCC(=O)N2CCN(c3cccc(C)c3C)CC2)cc1` gave D1 antag 9, RXFP1 antag -10, D1 agonist -2, Vif-APOBEC3G blk -5%, D2 potentiator 18, D1 potentiator -3, Glioma ERSR ind -5%, RXFP1 ag -1.2% and Vif-APOBEC3F blk 10%.
Screening COc1ccc(C(=O)NCC(=O)N=Nc2c(O)n(Cc3ccccc3)c3ccccc23)cc1OC returned D1 antag -1, RXFP1 antag inconclusive, D1 agonist -1, Vif-APOBEC3G blk -20%, D2 potentiator -8, D1 potentiator 2, Glioma ERSR ind -1%, RXFP1 ag -1.3% and Vif-APOBEC3F blk 0%.
Nn1c(SCc2c(F)cccc2F)nnc1-c1ccccn1 was read as D1 antag 3, RXFP1 antag -1, D1 agonist 1, Vif-APOBEC3G blk 0%, D2 potentiator 2, D1 potentiator -1, Glioma ERSR ind -3%, RXFP1 ag 2.9% and Vif-APOBEC3F blk inconclusive.
Screening c1coc(CNc2nc3ccccc3n2CCN2CCOCC2)c1 returned D1 antag 1, RXFP1 antag -2, D1 agonist 3, Vif-APOBEC3G blk -1%, D2 potentiator -9, D1 potentiator -4, Glioma ERSR ind -3%, RXFP1 ag 0.2% and Vif-APOBEC3F blk 1%.
Screening COc1ccc2c(c1)c(C(O)CN1CCC3(CC1)OCCO3)c(C)n2C (configuration not stated) returned D1 antag -11, D1 agonist 2, D2 potentiator -13, D1 potentiator -1 and RXFP1 ag -1.3%.
`O=C(Cn1ncn2c(cc3ccccc32)c1=O)NCCC1=CCCCC1` gave D1 antag 0, RXFP1 antag 0, D1 agonist 2, Vif-APOBEC3G blk 0%, D2 potentiator 4, D1 potentiator 16, Glioma ERSR ind -1%, RXFP1 ag -0.3% and Vif-APOBEC3F blk -1%.
`COc1ccccc1C(=O)Nc1ccnn1C1CCN(Cc2cn(C)c3ccccc23)CC1` gave D1 antag -13, RXFP1 antag -2, D1 agonist 6, Vif-APOBEC3G blk 4%, D2 potentiator -23, D1 potentiator -2, Glioma ERSR ind -2%, RXFP1 ag -3.5% and Vif-APOBEC3F blk -6%.
COc1ccccc1Nc1ccc(Nc2ccccc2OC)nn1 was read as D1 antag 9, RXFP1 antag -2, D1 agonist 1, Vif-APOBEC3G blk -3%, D2 potentiator -8, D1 potentiator -1, Glioma ERSR ind 1%, RXFP1 ag -0.7% and Vif-APOBEC3F blk -5%.

Compound activity from PubChem BioAssay.

These rows are one share of the data; count on the stated rates, not on these rows.
